LEDGF integ inh = blocks HIV-1 LEDGF/p75-dependent DNA integration; TR-FRET IN-LEDGF/p75 DNA integration, Eu/Cy5; inhibition, % at 3.7 µM; hit rate 0.64% among 370,000;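 active means inhibition above the screen-wide mean plus 3 SD, cut at about 13% in these data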;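 further: signal is the Cy5 over europium emission ratio at 671 and 618 nm; 0% = plate median of compound wells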
KLK7 zymogen act = activators of human kallikrein-7 zymogen | hit rate 0.9% among 370,000 | AID 652039 | purified proKLK7, EDANS-DABCYL substrate fluorescence; 100% is mature enzyme control, 0% vehicle | activation, % at 7 µM | P49862;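 active means activation above the mean of all tested compounds plus 3 SD, computed per campaign excluding outliers beyond control limits, cut at about 13% in these data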
MBD2 inh = MBD2-methylated oligo binding inhibition | Q9UBB5 | TR-FRET, MBD2 binding to methylated oligonucleotide | inhibition, % at 4.4 µM | AID 686964 | hit rate 0.31% among 370,000; in the data active means inhibition above about 13%
TDP2 absorb = TDP2 (human) inhibition, absorbance primary screen; recombinant TDP2, T5PNP hydrolysis, p-nitrophenol absorbance 415 nm; inhibition, % at 12.8 µM; hit rate 0.34% among 370,000;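 active means inhibition above the mean of all tested compounds plus 3 SD, set per campaign, cut at about 25% in these data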;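 further: 0% = DMSO with enzyme and 100% = buffer with substrate but no TDP2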
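System – recombinant human TDP2 · Quantity – TDP2 enzyme at 120 nM final · Doses – single concentration, 12.8 µM nominal, with 1% DMSO · Incubation – 2 h at 37 °C · Measured by – epi absorbance of p-nitrophenol freed from T5PNP by hydrolysis · Read-out – % inhibition relative to enzyme-containing and enzyme-free wells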
Tn6 DDE FP = disrupts Tn6 cyclic peptide binding to fibrin D-Dimer-E complex | AID 720509 | Fibrin DD(E) TRITC-Tn6 fluorescence polarization displacement | P02675 | hit rate 0.21% among 370,000 | inhibition, % at 8.3 µM;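 active means inhibition above a per-campaign cutoff: mean of compounds within control limits plus 3 SD, cut at about 15% in these data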;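 further: 0% = median of all compound wells on the plate and 100% = blocking peptide control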
Target sequence (P02675 whole entry, looked up): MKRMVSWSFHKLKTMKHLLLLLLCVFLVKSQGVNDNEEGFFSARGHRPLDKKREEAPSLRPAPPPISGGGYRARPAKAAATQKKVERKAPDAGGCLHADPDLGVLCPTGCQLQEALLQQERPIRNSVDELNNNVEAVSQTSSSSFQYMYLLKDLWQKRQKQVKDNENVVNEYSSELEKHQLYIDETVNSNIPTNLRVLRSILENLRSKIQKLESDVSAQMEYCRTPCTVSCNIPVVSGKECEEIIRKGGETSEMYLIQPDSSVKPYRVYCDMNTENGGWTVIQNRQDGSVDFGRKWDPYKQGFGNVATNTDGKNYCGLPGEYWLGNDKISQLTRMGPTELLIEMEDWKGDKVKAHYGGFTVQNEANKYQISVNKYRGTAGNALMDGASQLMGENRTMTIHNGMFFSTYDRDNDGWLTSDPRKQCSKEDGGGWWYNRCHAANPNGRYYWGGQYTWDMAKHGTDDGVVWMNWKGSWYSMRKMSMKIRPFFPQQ
Tn7 DDE FP = disrupts Tn7 cyclic peptide binding to fibrin D-Dimer-E complex; P02675; hit rate 0.13% among 370,000; AID 720508; inhibition, % at 8.3 µM; FP displacement of FITC-Tn7 peptide from fibrin DD(E); 0% = median of compound wells per plate;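 active means inhibition above the mean of compounds falling within the control limits plus 3 SD of them, cut at about 14% in these data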;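 further: 0% = plate median of compound wells and 100% = 10 µM Aha-Tn7 peptide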
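System: human fibrin DD(E); quantity: Fibrin-DD(E) at 2 µM final; also added: fluorescent Tn7 probe at 0.1 µM; compound dosing: single nominal test concentration of 8.3 µM per compound; schedule: 10 min preincubation, 3 h with tracer, room temperature; detection: fluorescence polarization of the labelled Tn7 tracer; repeats: one replicate per compound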
TCR CD3 inh = inhibitors of human TCR-CD3 interaction; TAMRA-labeled TCR probe fluorescence, biochemical; inhibition, % at 9.4 µM; hit rate 0.37% among 360,000; AID 651800; in the data active means inhibition above about 19%;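 further: recombinant mutant TCR 2C K166C tagged with TAMRA read by polarization; 0% = receptor in buffer alone and 100% = receptor with positive control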
UHRF1 binding = human UHRF1 methylated DNA binding inhibitors | hit rate 0.75% among 370,000 | inhibition, % at 4.4 µM | UHRF1 binding to methylated oligo, TR-FRET | Q96T88 | AID 687016; in the data active means inhibition above about 21%;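 further: UHRF1 SRA domain binding a hemimethylated CpG hairpin DNA probe; 0% = median of test compound wells and 100% = reference inhibitor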
PRMT1 inh = PRMT1 (human) inhibition, primary screen. AID 652257. hit rate 1.3% among 370,000. recombinant PRMT1, activity-based probe fluorescence polarization. Q99873. inhibition, % at 2.79 µM;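 active means inhibition above about 21% made by adding two undisclosed values, limit read from the data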
Target sequence (Q99873 whole entry, looked up): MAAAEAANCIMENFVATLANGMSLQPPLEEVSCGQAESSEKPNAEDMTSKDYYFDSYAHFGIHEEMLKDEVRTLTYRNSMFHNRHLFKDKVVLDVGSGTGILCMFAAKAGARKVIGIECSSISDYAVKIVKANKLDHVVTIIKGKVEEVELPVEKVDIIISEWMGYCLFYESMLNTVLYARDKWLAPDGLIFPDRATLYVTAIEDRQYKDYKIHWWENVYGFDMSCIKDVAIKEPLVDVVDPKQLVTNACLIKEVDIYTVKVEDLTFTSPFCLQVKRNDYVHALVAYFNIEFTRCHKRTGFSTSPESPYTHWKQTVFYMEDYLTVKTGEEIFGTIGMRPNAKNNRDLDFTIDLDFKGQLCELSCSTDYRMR
SIAE primary = blocks human sialic acid acetylesterase; Q9HAT2; SIAE FP-Rh probe binding, fluorescence polarization; inhibition, % at 9.66 µM; hit rate 0.69% among 370,000; AID 1053197;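 active means inhibition above a cutoff: mean of compounds within the control limits plus 3 SD of those, cut at about 17% in these data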;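 further: 0% = plate median of compound wells and 100% = probe without SIAE protein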
An asterisk follows results filed as active; · = not tested or not shown; & = joins results of further samples.

LEDGF integ inh	KLK7 zymogen act	MBD2 inh	TDP2 absorb	Tn6 DDE FP	Tn7 DDE FP	smiles	TCR CD3 inh	UHRF1 binding	PRMT1 inh	SIAE primary
-4	-0.7	-3	-3	-11	6	Cc1csc(=O)n1CC(=O)OCc1nnc(-c2ccccc2)o1	-8	-1	-1	1
0	0.7	-2	7	10	-7	COc1ccc(-n2c(C)c(C(=O)O)c3cc(OC)c4ccccc4c32)cc1	14	0	-1	-1
-4	-0.1	2	1	-4	-8	O=C(CSc1nc2ccccc2s1)N1c2ccccc2Sc2ccccc21	-5	2	-1	-10
-3	-0.5	2	9	4	6	COc1ccc(OCC(=O)N/N=C(\C)c2ccc(OC)cc2)cc1	1	-1	2	2
-4	-0.1	8	-22	-8	-9	COc1ccc(NC(=O)[C@@H]2CCCN2C(=O)[C@@H]2Cc3ccccc3CN2C(=O)OC(C)(C)C)cc1	-9	6	10	-1
-2	-0.4	-1	-1	-4	-1	O=c1c2ccccc2nc2n1C(CSc1ccc(F)cc1)CN2 (stereo not given)	-2	1	2	5
-4	0.0	-2	-7	-10	4	COc1ccc(/C=C/C(=O)Nc2ccccc2)cc1OC	9	7	6	-8
-2	0.3	1	7	-4	4	CN(C)S(=O)(=O)c1cccc(NC(=S)NC23CC4CC(CC(C4)C2)C3)c1	3	-1	-3	14
0	-0.7	-5	-2	4	0	CC1(C)N=C(/C=N/O)C=[N+]1[O-]	-5	0	-1	-2
-3	0.1	1	0	6	2	CC1Cc2ccccc2N1S(=O)(=O)c1cccs1 (stereo not given)	7	1	-2	0
1	-0.6	2	1	1	4	CCN(c1ccccc1)c1nc(=O)c2cccnc2s1	5	-2	4	12
1	0.3	-2	-6	3	-6	N#CCCn1c(=O)n(CCC#N)c2ccccc21	6	2	-2	2
0&0	-0.6&-0.4	3&0	9&9	-9&-12	8&1	COc1cc(NC(=O)c2ccc(N)nc2)cc(C(=O)Nc2cccc(C(F)(F)F)c2)c1	5&-4	-1&1	4&-2	-87&-81
0	0.7	3	11	2	-8	O=C(NCC1CCCO1)c1cc(-c2ccccc2)nc2ccccc12 (stereo not given)	0	1	2	-9
6	0.5	-9	7	0	6	COc1ccc(C2C(Oc3ccccc3)C(=O)N2c2ccc(C)c(C)c2)cc1OC (stereo not given)	4	-4	-4	1
-3	3.0	2	10	-2	1	COc1cc2c(cc1OC)CN(C(=O)c1ccc([N+](=O)[O-])o1)CC2	-6	-4	2	2
2	-0.7	-3	-1	-1	-8	CC(C)Cc1oc(C(=O)O)cc1CN	4	1	-2	-3
2	-0.1	2	1	-6	3	CCn1c(SCc2cccc(OC)c2)nc2ccccc2c1=O	2	1	-2	-13
1	58*	6	-2	-6	3	CN(C)c1oc(/C=C/c2ccccc2)nc1C#N	-4	2	2	0
-14	1.1	0	2	0	5	CC(c1ccccc1)N1C(=O)c2ccccc2C1(O)Cc1ccccc1 (stereo not given)	-9	1	4	-3

Full records, looked up by structure:
COc1ccc(/C=C/C(=O)Nc2ccccc2)cc1OC across the screens: LEDGF integ inh = -4; KLK7 zymogen act = 0.0; MBD2 inh = -2; TDP2 absorb = -7; Tn6 DDE FP = -10; Tn7 DDE FP = 4; TCR CD3 inh = 9; UHRF1 binding = 7; PRMT1 inh = 6; SIAE primary = -8
COc1ccc(NC(=O)[C@@H]2CCCN2C(=O)[C@@H]2Cc3ccccc3CN2C(=O)OC(C)(C)C)cc1 across the screens: LEDGF integ inh = -4; KLK7 zymogen act = -0.1; MBD2 inh = 8; TDP2 absorb = -22; Tn6 DDE FP = -8; Tn7 DDE FP = -9; TCR CD3 inh = -9; UHRF1 binding = 6; PRMT1 inh = 10; SIAE primary = -1
CCN(c1ccccc1)c1nc(=O)c2cccnc2s1 across the screens: LEDGF integ inh = 1; KLK7 zymogen act = -0.6; MBD2 inh = 2; TDP2 absorb = 1; Tn6 DDE FP = 1; Tn7 DDE FP = 4; TCR CD3 inh = 5; UHRF1 binding = -2; PRMT1 inh = 4; SIAE primary = 12

Continuation.
LEDGF integ inh	KLK7 zymogen act	MBD2 inh	TDP2 absorb	Tn6 DDE FP	Tn7 DDE FP	smiles	TCR CD3 inh	UHRF1 binding	PRMT1 inh	SIAE primary
2	0.1	3	1	-7	-4	CC1(C(=O)NCc2ccc(F)c(F)c2)Cc2c(-c3ccc4c(c3)OCO4)ccnc2O1 (stereo not given)	12	0	-3	0
2	0.3	-2	3	1	-3	CCCCCn1c(CCC(=O)Oc2ccccc2OC)nc2c1c(=O)[nH]c(=O)n2CCCC	4	0	2	-3
-1	0.4	-1	-10	-3	2	COc1ccc(C(=O)C(=O)c2ccc(OCCO)cc2)cc1	-1	-1	-2	4
-2	-0.1	-3	2	-5	4	COc1ccc(N/N=C(/N=Nc2nc(C)cc(=O)[nH]2)c2ccccc2)cc1	-3	-7	6	9
0	-0.1	-1	-6	6	-2	CCOC(=O)N1CCC(NC(=O)CCCC(=O)O)CC1	-5	1	-3	3
-2	1.5	1	-2	-2	-4	CCN1C(=O)c2cccc3c(S(=O)(=O)Nc4ccccc4O)ccc1c23	-8	0	2	2
2	-0.3	-9	0	-4	-2	O=C(CN1C(=O)CCS(=O)(=O)c2ccccc21)Nc1ccc(Cl)cc1	7	-2	-4	4
1	0.2	3	-3	-3	-4	Cc1nc(C)c(C(=O)NNS(=O)(=O)c2ccc3ccccc3c2)s1	1	-1	-2	-4
3	-0.4	-3	0	-4	5	Cc1cccc(NC(=O)CN2C(=S)NC(C)(C)CC2C)c1 (stereo not given)	-7	1	-3	-3
-2	-0.8	2	9	-6	1	Cc1cc(-c2nnc(SCC(=O)c3ccc(Cl)cc3)o2)no1	-2	1	2	1
4	-0.3	-5	4	-6	3	Cc1cccnc1NC(=O)c1ccc(S(=O)(=O)N2CCCCCC2)cc1	2	-3	-3	12
-1	-0.5	-2	-7	4	-2	Cc1ccc(NC(=O)CSc2nc3ccccc3nc2N2CCOCC2)cc1	0	0	-1	-2
1	0.0	2	-2	6	2	Cc1noc(C)c1NC(=O)N(C)C[C@@H]1Oc2ccc(NS(=O)(=O)c3c(C)noc3C)cc2C(=O)N([C@H](C)CO)C[C@H]1C	0	0	2	1
4	-0.3	-4	-5	-1	5	CSCCC(NC(=O)C1CC1)c1nc2ccccc2[nH]1 (stereo not given)	7	0	0	8
3	0.1	3	5	-8	-1	Cc1cc(CC(C)C)n(-c2nc3ccccc3c(=O)n2OCC(=O)N(C)C)n1	-10	0	0	1
3	-0.2	-5	-14	-14	3	CCCCCCC(=O)N(O)C1CC(=O)N(c2ccc(C)cc2)C1=O (stereo not given)	-4	1	87*	1
4	-1.1	10	-1	-6	5	CCc1c(C)nc2c(-c3ccccc3OC)c(C)[nH]n2c1=O	-8	6	5	-12
0	0.3	-3	2	-1	-2	O=C(NCc1cn2ccsc2n1)c1cccs1	-4	-1	-1	8
4	0.1	1	-2	8	0	CC(C)(C)c1ccc(OCCCn2ccnc2)cc1	8	-1	-2	-1
1	-0.5	3	3	-2	0	O=S(=O)(NCc1ccc2c(c1)OCO2)c1ccc2c(c1)oc1ccccc12	-7	29*	2	-8
-3	0.2	3	1	1	0	O=C(NCCCC1CCCC1)C1CCC(=O)N(Cc2cccc(C(F)(F)F)c2)C1 (stereo not given)	-3	1	0	-6
-6	0.2	0	5	2	4	O=C(NCCc1ccccc1)OCc1cn(Cc2cc(F)ccc2F)nn1	·	1	1	-4
0	0.1	0	-11	3	-8	COc1ccc(C2CC(O)(c3ccccc3)Oc3cc(OC)c(OC)c(OC)c32)cc1 (stereo not given)	8	-1	-6	-2
1	0.1	-1	-3	2	-3	CC(C)OC(=O)CSc1nnc(-c2ccccc2)n1N	1	1	1	0
2	-1.1	-3	-1	-9	-4	CCCOc1ccc(/C=N/Nc2ccccc2[N+](=O)[O-])c(O)c1	1	-3	-3	13
1	-0.6	7	-11	-5	7	Cc1ccc(S(=O)(=O)N2CCN(C(=O)c3ccco3)CC2)cc1	3	4	4	-5
3	0.2	-1	10	7	6	O=C(CSc1ccccc1Cl)NC1CCCc2ccccc21 (stereo not given)	0	18	3	-2
3	0.0	-1	-4	8	-2	CCc1ccc(C(C)NC(=O)c2ncn[nH]2)cc1 (stereo not given)	5	4	-2	-5
-2	0.6	4	-4	-1	-5	CCCCOC(=O)c1[nH]c(C)c(C(=O)OC)c1C	1	3	2	-7
-6	0.1	2	1	3	-3	COc1ccccc1S(=O)(=O)N(C)C[C@@H]1OCc2cn(nn2)CCCC(=O)N([C@@H](C)CO)C[C@H]1C	7	0	1	0
4	0.5	-3	1	-4	3	CS(=O)(=O)N(CC(=O)NCc1ccco1)c1ccc2c(c1)OCO2	-2	0	1	-2
-4	0.4	6	-1	9	-1	O=C(OCc1ccccc1)N1CCOCCN(C(=O)OCc2ccccc2)CCOCC1	0	2	3	7
-2	0.1	2	6	3	5	Cc1ccc(N2CC(C(=O)Nc3ccc(S(=O)(=O)N4CCOCC4)cc3)CC2=O)cc1 (stereo not given)	4	3	0	0
2	0.6	-5	2	-3	0	CC1(c2nnc(-c3ccccc3)o2)CC(c2ccc(Cl)cc2)=NO1 (stereo not given)	8	-2	-1	-4
0	-0.1	5	9	-2	5	Cc1ccc(NC(=O)CSc2nc3ccc(Nc4nc(N5CCOCC5)nc(N5CCOCC5)n4)cc3s2)cc1	-1	8	2	-17
4	-0.2	-10	-17	1	2	O=C(O)c1cccc(S(=O)(=O)N(Cc2ccccc2)c2cccc(C(F)(F)F)c2)c1	-7	-1	-2	6

KLK7 zymogen act: entries above that show a hit.
LEDGF integ inh	KLK7 zymogen act	MBD2 inh	TDP2 absorb	Tn6 DDE FP	Tn7 DDE FP	smiles	TCR CD3 inh	UHRF1 binding	PRMT1 inh	SIAE primary
1	58*	6	-2	-6	3	CN(C)c1oc(/C=C/c2ccccc2)nc1C#N	-4	2	2	0
